# Tat export inh: E. coli Tat transport inhibition; E. coli MC4100 TorA-mCherry Tat export, fluorescence; inhibition, % at 10 µM; actives 0.036% (n = 340,000); AID 488895;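 active = mean replicate inhibition at least 50% and at least half of replicates individually reaching 50%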;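 note: exported cargo escapes ClpAP degradation while cytoplasmic cargo is degraded and loses fluorescence; 0% = median of neutral control wells and 100% = median of NaSCN control wells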
# Ecoli viability: counter-screen for AddAB inhibitors: E. coli growth inhibition | inhibition, % at 11.9 µM | actives 0.27% (n = 330,000) | AID 449728 | E. coli V3065 growth, OD600 absorbance, 18 h;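 active = inhibition above the campaign's mean inhibition across all tested compounds plus 3 SD, cut at about 9.9% in these data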;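 note: uninfected addAB+ strain grown without phage in ampicillin broth; 0% = DMSO wells and 100% = ciprofloxacin 0.95 µg/ml wells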
# HTR5A inv ag: counter-screen for OPRM1-OPRD1 inverse agonists: human HTR5A inverse agonism; P47898; HTR5A cell line, luminescence; AID 504634; actives 0.083% (n = 340,000); inhibition, % at 9.3 µM; in the data active = inhibition mostly above about 23%, no sharp cut-off; inactive = mostly below about 18%;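 note: 0% = cells with DMSO and 100% = no-cell wells with DMSO; some compounds called inactive have numbers as strong as hits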
# Target sequence (P47898 whole entry, looked up): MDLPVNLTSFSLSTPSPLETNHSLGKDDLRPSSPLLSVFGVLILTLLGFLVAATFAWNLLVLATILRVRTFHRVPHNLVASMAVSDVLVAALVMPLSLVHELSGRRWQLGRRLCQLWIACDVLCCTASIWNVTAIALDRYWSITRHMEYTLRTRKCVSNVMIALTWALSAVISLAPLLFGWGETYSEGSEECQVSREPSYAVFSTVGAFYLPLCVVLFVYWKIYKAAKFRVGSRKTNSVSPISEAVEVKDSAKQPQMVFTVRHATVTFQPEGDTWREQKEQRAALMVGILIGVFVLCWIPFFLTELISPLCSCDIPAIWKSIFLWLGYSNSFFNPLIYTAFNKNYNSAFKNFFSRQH
# DAGLB inhibitor: blocks human DAGLB lipase activity; actives 0.059% (n = 340,000); HEK293T DAGLB membrane lysate, EnzChek fluorogenic substrate; AID 504411; inhibition, % at 5.17 µM; Q8NCG7; in the data active = inhibition above about 34%;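 note: 0% = enzyme with vehicle and 100% = wells lacking enzyme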
# Target sequence (Q8NCG7 whole entry, looked up): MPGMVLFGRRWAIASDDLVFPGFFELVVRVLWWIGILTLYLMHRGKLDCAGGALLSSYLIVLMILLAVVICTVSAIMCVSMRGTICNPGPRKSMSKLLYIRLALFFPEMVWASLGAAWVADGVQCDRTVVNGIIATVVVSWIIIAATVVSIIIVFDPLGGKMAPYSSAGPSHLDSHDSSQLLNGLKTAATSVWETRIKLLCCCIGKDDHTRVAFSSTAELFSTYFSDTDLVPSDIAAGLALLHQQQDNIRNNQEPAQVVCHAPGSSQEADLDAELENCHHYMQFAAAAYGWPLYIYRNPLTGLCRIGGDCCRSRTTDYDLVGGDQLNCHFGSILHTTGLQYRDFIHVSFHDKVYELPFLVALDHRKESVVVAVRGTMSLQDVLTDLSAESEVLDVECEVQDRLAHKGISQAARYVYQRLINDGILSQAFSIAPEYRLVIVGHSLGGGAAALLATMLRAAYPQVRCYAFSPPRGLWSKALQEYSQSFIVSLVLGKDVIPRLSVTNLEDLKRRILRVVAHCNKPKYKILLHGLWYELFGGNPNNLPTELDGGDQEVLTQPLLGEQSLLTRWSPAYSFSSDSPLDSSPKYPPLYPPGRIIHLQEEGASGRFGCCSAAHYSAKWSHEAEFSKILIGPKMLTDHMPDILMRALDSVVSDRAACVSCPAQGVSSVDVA
# phage Ecoli inh: E. coli growth loss with phage present; actives 0.26% (n = 360,000); inhibition, % at 11.9 µM; growth absorbance; in the data active = inhibition above about 11%
# HTR5A ag ctr: counter-screen for OPRM1-OPRD1 agonists: human HTR5A agonism | activation, % at 9.3 µM | P47898 | AID 504692 | HTR5A agonist assay, luminescence, cell-based | actives 0.61% (n = 340,000); in the data active = activation mostly above about 9.5%, no sharp cut-off; inactive = mostly below about 7.6%;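 note: 0% = cells with vehicle only and 100% = reference agonist; strong numbers were not always called active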
# AddAB inh: less growth of phage-infected E. coli with AddAB | E. coli expressing H. pylori AddAB, absorbance growth | inhibition, % at 11.9 µM | actives 0.29% (n = 330,000) | AID 435030; in the data active = inhibition above about 12%;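 note: 0% = vehicle wells of infected cells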
# Mot1-301 SUMO: blocks SUMOylation pathway, rescuing yeast Mot1-301 growth; S. cerevisiae Mot1-301 growth rescue, ATP luminescence, 38.5C; percent above DMSO median, 100 means doubled; growth rescue, % at 18.8 µM; actives 1% (n = 320,000); AID 2716;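 active = every valid replicate shows activation above 250% relative to neutral control wells; inactive = the rest, any valid replicate at or below 250%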;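 note: OY570 slx delta 5 strain wells were the positive control but not used for scaling; some compounds called inactive have numbers as strong as hits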
# PKA-R2B activ: PKA-R2B complex activation; PKA-R2B holoenzyme dissociation, Cy5-IP20 fluorescence polarization; R2B truncated from residue 108, S112A mutant; 0% DMSO only, 100% 113 µM cGMP; activation, % at 11.4 µM; actives 0.079% (n = 340,000); P22694+P31323;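 active = activation above a cutoff set at the mean over all compounds plus 3 SD, cut at about 18% in these data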;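 note: higher means more holoenzyme dissociation and a rise in polarization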
# CDK5 inh: blocks human CDK5/p35 kinase activity; Q00535+Q15078; Recombinant CDK5/p35, ADP-Glo luminescence, 60 min; inhibition, % at 10 µM; actives 0.01% (n = 330,000);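 active = highest replicate inhibition of at least 50% and at least 75% of replicates reaching 50%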;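 note: plate controls were DMSO neutral control for no effect and GW8510 at 10 µM for full effect; many of its hits are not listed in these tables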
# PKA-R1A activ: PKA-R1A complex activation | actives 0.083% (n = 340,000) | activation, % at 11.4 µM | PKA-R1A dissociation, Cy5-IP20 fluorescence polarization; scaled: DMSO 0%, 113 µM cGMP 100%;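 active = percent activation above the mean of all tested compounds plus 3 SD, cut at about 19% in these data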;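 note: higher means more PKAc released from R1A so a rise in polarization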
# Starred values were filed as active, the others as inactive; nt = not tested or not shown.
SMILES,Tat export inh,Ecoli viability,HTR5A inv ag,DAGLB inhibitor,phage Ecoli inh,HTR5A ag ctr,AddAB inh,Mot1-301 SUMO,PKA-R2B activ,CDK5 inh,PKA-R1A activ
O=C(O)C(S)C(S)C(=O)O (stereo unspecified),-5,-1.8,-21,-1,nt,-2,-2.5,4,-3,0.0,1
Cc1ccsc1C(=O)NC(C)c1ccc2c(c1)OCO2 (stereo unspecified),2,-3.3,-6,1,3.1,2,-2.8,-8,2,0.7,15
NC(=O)C1CCCN(C(=O)c2cccc(S(=O)(=O)N3CCCCCC3)c2)C1 (stereo unspecified),3,0.3,-5,1,3.6,2,2.1,-1,4,0.5,4
COc1ccc(C(=O)Nc2ccnn2C2CCN(Cc3ccn[nH]3)CC2)cc1,1,2.4,24,2,2.0,4,5.2,4,8,1.6,-1
Cc1ccccc1-c1cccc([C@@H]2C[C@H]3[C@H](CON3C)CN2Cc2cc(Cl)cc(Cl)c2)c1,6,nt,16,-1,3.3,-5,nt,nt,-4,-2.1,1
O=c1ccccn1Cc1ccccc1F,-2,-0.5,5,-3,3.3,-5,-0.8,-14,9,0.9,-4
COc1cccc(N2CCN(C(=O)CN3C(=O)NC4(CCCC4)C3=O)CC2)c1,-7,0.8,10,1,1.9,1,-3.7,0,-7,0.1,-4
C#CC1CCCCC1NC(=O)Nc1cnccc1C(F)(F)F (stereo unspecified),-9,-0.3,-18,-1,0.8,1,1.2,3,5,-0.8,-11
CCOc1cc(/C=N/n2cnnc2)cc(Br)c1O,-2,-3.0,0,0,3.1,4,0.6,-4,2,1.5,3
Cc1oc(=O)c(NC(=O)c2ccccc2)cc1C(=O)c1ccccc1,-10,1.9,2,-2,1.7,-1,1.1,118,-11,-0.2,3
Cn1c(=O)[nH]c(=O)c2c1nc(N1CCOCC1)n2CCSc1nnnn1-c1ccccc1,0,1.0,20,0,2.6,-7,0.4,139,5,-3.6,8
COc1ccc(N(C)S(=O)(=O)c2cccc(C(=O)Nc3nc(C)cs3)c2)cc1,9,-1.4,21,3,3.0,-8,2.8,-1,6,-1.2,-6
COc1ccc(-c2noc(CNC(=O)Nc3ccc(F)cc3)n2)cc1,-3,1.5,14,-2,3.7,-1,3.2,-2,3,0.1,6
Cc1cccc(NC(=O)CSc2nnnn2-c2cccnc2)c1,2,0.5,-23,0,1.6,-1,-0.6,5,-2,-1.1,-4
O=C(Nc1cccnc1N1CCOCC1)c1ccco1,2,1.3,-35,2,1.4,2,-1.2,-21,2,0.6,5
O=C(CNc1cccc(C(F)(F)F)c1)N/N=C/C1CCCCC1,-5,0.2,15,-4,2.5,-6,-0.2,201,0,0.7,4
Cc1ccc(CNC(=O)c2ccc(C)c(S(=O)(=O)N3CCCCC3)c2)cc1,4,-1.6,-18,-1,-0.5,7,-0.9,-18,6,0.6,-6
CC(=O)NC(Nc1c(C)n(C)n(-c2ccccc2)c1=O)C(Cl)(Cl)Cl (stereo unspecified),3,0.1,-15,0,4.3,5,4.6,-2,9,-0.3,-1
CCn1cnc2c1c(=O)n(CC(=O)NN)c(=O)n2Cc1ccccc1,-2,-0.2,12,4,1.3,-3,-3.5,12,-5,2.6,-11
Cc1cccc2nc(CSc3nc4ccccc4[nH]3)cn12,-4,-1.9,5,2,2.2,-1,1.6,59,-4,0.6,-2
CC(C)(C)c1ccc(-c2cc(C(=O)NNC(=O)Nc3ccccc3)c3ccccc3n2)cc1,5,-0.6,-28,-7,0.5,2,1.6,9,-7,0.4,7
CCc1cccc(NC(=O)Cc2cn(C)c3ccccc23)c1,-3,-0.9,4,-17,4.3,0,1.7,77,-2,-1.4,-7
Cc1ccccc1NC(=O)COC(=O)C1=COCCO1,1,1.2,11,0,2.6,-4,2.4,8,0,0.2,-5
CC1=Nc2ccccc2/C1=C/c1sc(=N)n(-c2nccs2)c1O,-6,-2.4,12,7,nt,-5,-1.5,105,3,-0.8,-12
COC(=O)Cc1sc(-c2ccccn2)nc1-c1ccccc1,-1,2.9,2,-5,2.0,-1,-0.8,-7,0,0.6,-7
COc1ccc2oc(C(=O)OC(C)C(=O)NC3(C#N)CCCCC3)c(C)c2c1 (stereo unspecified),9,-2.0,16,-11,4.1,-5,-0.6,5,3,0.4,-6
O=C(NCc1ccccc1Cl)C1CCC(=O)N(C2CCCC2)C1 (stereo unspecified),-4,-3.1,4,0,1.6,4,-0.7,99,8,2.7,-7
CCn1ccc(=O)c2cc3c(cc21)OCO3,14,1.8,-1,-1,0.3,-1,3.2,9,-7,-0.1,2
COC(=O)CNC(=O)c1nn(-c2cccc(OC)c2)c(=O)c2ccccc12,-12,1.2,-4,-1,1.3,2,3.5,141,4,-0.5,6
O=C(Nc1ccccc1)C1=C[C@H](c2ccc3c(c2)OCO3)C[C@H](OCCCCO)O1,9,1.5,-4,-3,0.8,1,3.4,3,-6,-5.3,1
COc1ccc2c(CC(=O)Nc3c(C)n(C)n(-c4ccccc4)c3=O)coc2c1,7,-0.5,0,1,0.8,0,1.6,9,-2,-0.5,4
CC1(C)CC(=O)c2cc(OCC(=O)NCc3cccnc3)ccc2O1,-1,-0.8,-25,-6,1.4,2,1.8,-22,0,0.6,2
CCNCc1ccc(OCc2ccccc2F)c(OC)c1,4,0.5,19,-1,4.6,4,1.7,8,-7,2.2,4
Cn1nc(-c2ccc(Cl)cc2)c2cc(C(=O)NCCN3CCOCC3)sc21,7,1.6,-6,-1,1.2,2,6.2,7,3,-2.5,-5
Cc1nc2sccn2c(=O)c1S(=O)(=O)NCC(C)c1ccccc1 (stereo unspecified),28,3.1,-18,0,3.8,0,-0.3,249,1,3.2,-11
CCCCNC(=O)C1CCCN(S(=O)(=O)c2c(C)noc2/C=C/c2cccs2)C1 (stereo unspecified),-5,-0.6,-6,-5,-2.0,-5,1.0,3,-7,0.3,7
O=C1CCCc2c1nc(-c1cccc(Cl)c1)n2O,0,2.0,-7,0,2.0,3,2.3,0,-4,0.0,11
CC1Sc2ccc(S(=O)(=O)CCC(=O)NC(C)c3ccccc3)cc2NC1=O (stereo unspecified),3,-0.4,-3,4,2.0,1,-0.8,134,-2,2.5,-8
COc1ccc(-c2c(C#N)c(SCC(=O)Nc3ccccc3)nc3c2CCCC3)cc1,3,-3.6,3,-7,1.0,-1,-1.8,536,1,-1.7,2
COc1ccc(-c2[nH]ncc2CN2CCCN(C(=O)c3ccco3)CC2)cc1F,3,1.7,-9,0,0.3,-1,3.5,-15,-1,0.8,2
CCN(C[C@H]1N[C@@](C)(C(=O)OC)[C@H]2C(=O)N(C)C(=O)[C@@H]12)C(=O)COC,-2,-4.8,4,0,0.4,-1,1.7,nt,-5,-1.4,-2
Cc1occc1C(=O)NC1CCCc2ccccc21 (stereo unspecified),-5,0.5,0,2,0.8,0,-0.1,-13,-7,0.0,-9
CCCC(=O)N(CCc1ccc(OC)cc1)Cc1nc2ccccc2c(=O)[nH]1,-2,-2.9,4,-1,1.2,7,-1.7,20,0,-0.7,7
COc1cc2c(=O)n(CC3CCCO3)c(=O)n(CC(=O)Nc3ccc(F)cc3F)c2cc1OC (stereo unspecified),2,-3.3,-6,-1,-0.5,2,0.2,229,-5,1.1,-10
CCn1cc(C(=O)N[C@@H](CCSC)C(=O)NCCCO)c(=O)c2cc3c(cc21)OCO3,-1,-2.1,7,0,3.7,-2,-0.6,-9,1,1.4,2

# Copied from the list.
# PKA-R2B activ, CC1Sc2ccc(S(=O)(=O)CCC(=O)NC(C)c3ccccc3)cc2NC1=O (stereo unspecified) reads -2
# HTR5A inv ag, COc1ccc(-c2c(C#N)c(SCC(=O)Nc3ccccc3)nc3c2CCCC3)cc1 reads 3

# Next section
SMILES,Tat export inh,Ecoli viability,HTR5A inv ag,DAGLB inhibitor,phage Ecoli inh,HTR5A ag ctr,AddAB inh,Mot1-301 SUMO,PKA-R2B activ,CDK5 inh,PKA-R1A activ
COc1ccc(C(=O)/C=C/c2ccc(O)cc2)c2c1CC(O)C(C)(C)O2 (stereo unspecified),4,0.8,-31,-2,0.8,2,1.3,nt,-3,-0.9,2
CC[C@@]12C(=O)N(c3cccc(Br)c3)C(=O)N1[C@H](c1ccc(F)cc1)[C@@H]1C(=O)N(C3CCCCC3)C(=O)[C@@H]12,-1,-0.4,-45,-2,6.1,3,3.4,-13,-6,0.5,-3
CCN1C(=O)c2cccc3c(S(=O)(=O)Nc4ccccn4)ccc1c23,-3,0.6,25,0,-1.1,-1,0.0,-7,-5,0.6,-9
CC(OC(=O)Cn1[nH]c(=O)c2ccccc2c1=O)C(=O)Nc1ccccc1[N+](=O)[O-] (stereo unspecified),-3,-0.3,16,2,0.9,-1,0.8,12,-8,0.4,-7
Cc1ccc(Nc2ncnc3nc[nH]c23)cc1Cl,9,4.0,21,-3,9.2,-7,1.5,-12,-11,-1.3,4
C=C1C(=O)c2sccc2C(c2ccc(OC)c(OC)c2)C1COC(C)=O (stereo unspecified),-10,nt,6,10,0.6,-1,nt,nt,-9,-1.1,1
COC(=O)CCC(=O)NC(=S)Nc1ccc(S(=O)(=O)Nc2cc(C)on2)cc1,5,nt,6,-1,0.5,2,nt,-9,3,1.5,-2
Cc1ccc(NC(=O)CSc2nc3c(c(=O)n(C)c(=O)n3C)n2C)cc1,2,-0.4,-17,-4,1.2,4,-0.2,5,-6,-0.1,8
COc1ccccc1CNC(=O)c1ccc(Br)o1,-9,2.7,-30,4,3.1,10,5.8,-2,-6,-0.7,-14
COc1cccc(N2CCN(C(=O)CN3C(=O)NC(C)(c4ccc5ccccc5c4)C3=O)CC2)c1 (stereo unspecified),5,-0.3,-1,4,4.5,-4,-0.2,-6,-7,0.7,-4
Cc1nc2scc(C)n2c(=O)c1S(=O)(=O)N1CCN(c2cccc(C(F)(F)F)c2)CC1,21,-3.3,4,1,3.4,-2,3.4,-11,-4,-2.1,8
O=C(c1ccc2c3c(cccc13)CC2)C1CCCN(C(=O)c2ccc[n+]([O-])c2)C1 (stereo unspecified),4,-1.2,1,-1,0.6,-2,2.2,-3,-16,0.0,-11
CCC(c1nc2ccccc2c(=O)n1CCN1CCOCC1)N1C(=O)c2ccccc2C1=O (stereo unspecified),4,0.1,0,0,1.7,-3,1.2,6,-3,0.8,9
COc1ccc(CCn2c(C)cc(C(=O)CSc3nnnn3-c3ccccc3)c2C)cc1,10,-0.8,-1,-3,3.3,-4,-2.1,0,-7,-1.4,-13
Cc1cccc(N(CC(=O)Nc2ccccc2-c2ccccc2)S(=O)(=O)c2ccccc2)c1C,11,-0.8,-1,-15,2.4,0,0.6,-9,-10,0.9,2
CCCC(c1nnnn1Cc1ccccc1)N1CCN(c2ccccc2OC)CC1 (stereo unspecified),3,-1.0,13,0,3.4,1,2.5,-21,-3,-1.3,1
COc1ccc(S(=O)(=O)NCc2cccnc2)cc1C(=O)Nc1ccccc1,5,-1.2,-2,1,2.3,1,-3.2,3,1,2.2,-2
CCCCn1c(SCC(=O)Nc2cc(C)on2)nnc1-c1cccnc1,0,0.2,-2,0,5.2,2,0.3,18,1,-0.9,-4

# Compounds were not picked by outcome. Share with any hit: about 2.3%.
